Jurkat NFkB inh = inhibitors of induced NF-kB luciferase reporter, primary screen, TCR NF-kB activation inhibitor project, cell-based, luminescence, uHTS; 0.53% of 330,000 active; inhibition, % at 4 µM; Jurkat, PMA/ionomycin-induced NF-kB luciferase reporter; in the data active means inhibition above about 50%
tim23-1 inh = growth inhibitors of tim23-1 mutant yeast, primary screen, luminescence, uHTS. S. cerevisiae tim23-1 growth, BacTiter-Glo luminescence, 24 h. inhibition, % at 20 µM. 1.3% of 330,000 active;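 active means growth inhibition of the mutant yeast at or above 50%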;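 further: temperature-sensitive mutant grown at 25 °C; plate controls were DMSO-treated mutant yeast for no effect and medium wells lacking yeast for full effect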
CHOP UPR activ = activators of apoptotic CHOP UPR arm, primary screen, cell-based, CHO-CHOP luciferase reporter, luminescence, uHTS; UPR activation; percent of tunicamycin response over DMSO baseline; activation, % at 10 µM; 0.34% of 330,000 active; AID 449763, 2010;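 active means at 10 µM dose, activation of 40% or more, normalized to positive control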;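 further: 100% = tunicamycin at 10 µg/mL and 0% = DMSO alone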
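Evaluation: % reporter activation, DMSO baseline versus tunicamycin full activation; System: CHO-CHOP luciferase reporter cell line; Input: 500 cells/well; Incubation: 6 h compound treatment, 37 °C; Measured by: Steady-Glo luciferase luminescence; Dosing: one dose, 10 µM in 0.5% DMSO; Buffer or medium: F12 medium, 10% FBS; Benchmarks: positive tunicamycin 10 µg/mL, negative DMSO alone.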
UPR XBP1 act = activators of adaptive XBP1 UPR arm, primary screen, cell-based, CHO-XBP1 luciferase reporter, luminescence, uHTS. IRE1-XBP1 UPR activation; percent of tunicamycin response, DMSO as zero. activation, % at 20 µM. 0.33% of 330,000 active. AID 463104, 2010;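 active means versus positive control, 20 µM dose yields 30% or more activation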;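 further: 100% = tunicamycin at 10 µg/mL and 0% = DMSO only wells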
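Test system: CHO-XBP1 luciferase reporter cells | Buffer or medium: Serum-containing F12 medium, 10% FBS | Schedule: 6 h compound exposure at 37 °C, 5% CO2 | Detection: Steady-Glo luciferase glow luminescence, 10 min after reagent addition | Read-out basis: Activation, % of tunicamycin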
tim10-1 inh = growth inhibitors of tim10-1 mutant yeast, primary screen, luminescence, uHTS | S. cerevisiae tim10-1 ts strain growth, BacTiter-Glo, 24 h | inhibition, % at 20 µM | 2.2% of 330,000 active | AID 463190, 2010;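 active means inhibition of at least 40%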;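 further: mutant grown at 25 °C; 0% = DMSO wells with yeast and 100% = wells holding no yeast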
697 NFkB inh = inhibitors of PMA/ionomycin-induced NF-kB reporter, 697 cells, primary screen, B-cell NF-kB inhibitor project, cell-based, luminescence, uHTS | 697 B-cell NF-kB luciferase reporter, 16 h | inhibition, % at 4 µM | 0.33% of 330,000 active; in the data active means inhibition above about 35%
Mdm2-MdmX inh = inhibitors of human Mdm2-MdmX association, primary screen, cell-based, luminescence, split luciferase, SaOS-2, uHTS; Protein Mdm4 (Homo sapiens) + E3 ubiquitin-protein ligase Mdm2 (Homo sapiens), …; SaOS-2 split-luciferase Mdm2/MdmX complementation; inhibition, % at 8 µM; 3% of 330,000 active; AID 485346, 2010;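 active means inhibition of at least 50% at 8 µM in the primary screen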
Target sequence (O15151 whole entry, looked up): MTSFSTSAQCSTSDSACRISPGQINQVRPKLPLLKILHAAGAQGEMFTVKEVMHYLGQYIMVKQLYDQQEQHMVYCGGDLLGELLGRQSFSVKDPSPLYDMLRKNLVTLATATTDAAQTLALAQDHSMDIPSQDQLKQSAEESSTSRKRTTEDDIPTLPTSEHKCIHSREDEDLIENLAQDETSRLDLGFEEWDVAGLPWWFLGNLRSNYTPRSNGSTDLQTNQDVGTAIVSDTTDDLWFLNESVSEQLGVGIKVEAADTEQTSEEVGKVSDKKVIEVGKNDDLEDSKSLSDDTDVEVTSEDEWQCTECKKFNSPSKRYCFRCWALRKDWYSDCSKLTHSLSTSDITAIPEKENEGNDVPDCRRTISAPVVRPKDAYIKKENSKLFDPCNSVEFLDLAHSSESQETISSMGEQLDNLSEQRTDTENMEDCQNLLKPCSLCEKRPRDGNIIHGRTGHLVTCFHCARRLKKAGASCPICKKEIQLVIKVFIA
Target sequence (Q00987 whole entry, looked up): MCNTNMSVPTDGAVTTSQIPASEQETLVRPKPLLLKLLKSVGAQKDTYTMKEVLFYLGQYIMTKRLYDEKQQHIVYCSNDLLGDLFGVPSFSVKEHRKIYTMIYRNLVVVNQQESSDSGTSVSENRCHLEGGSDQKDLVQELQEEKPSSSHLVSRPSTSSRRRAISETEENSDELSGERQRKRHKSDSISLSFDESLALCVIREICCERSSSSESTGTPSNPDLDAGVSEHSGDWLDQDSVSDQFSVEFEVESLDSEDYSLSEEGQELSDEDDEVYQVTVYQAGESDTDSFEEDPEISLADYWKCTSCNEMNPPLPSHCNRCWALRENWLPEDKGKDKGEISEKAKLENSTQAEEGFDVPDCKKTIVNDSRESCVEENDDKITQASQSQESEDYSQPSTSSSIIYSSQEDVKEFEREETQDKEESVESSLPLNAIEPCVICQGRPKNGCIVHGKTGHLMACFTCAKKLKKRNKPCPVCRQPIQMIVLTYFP
TIM10 inh = growth inhibitors of isogenic TIM10 control yeast, primary screen, counter-screen for tim10-1 yeast inhibitor project, luminescence, uHTS; AID 463195, 2010; 1.4% of 330,000 active; S. cerevisiae TIM10 strain growth, BacTiter-Glo luminescence, 24 h; inhibition, % at 10 µM;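 active means inhibition of 40% or more at the single tested concentration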;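 further: wild-type TIM10 isogenic control strain grown at permissive 25 °C; 0% = DMSO yeast wells and 100% = minimal medium wells without yeast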
Numbers without * were called inactive; / = no result given.

SMILES | Jurkat NFkB inh | tim23-1 inh | CHOP UPR activ | UPR XBP1 act | tim10-1 inh | 697 NFkB inh | Mdm2-MdmX inh | TIM10 inh
NC(=O)c1sc2nc(-c3ccco3)ccc2c1N | -4.3 | 11.5 | 3.3 | 1.3 | -2.6 | -1.6 | 6.8 | 2.9
Nc1c(Cl)ncnc1N/N=C/c1cccc(O)c1 | -11.0 | -1.4 | 1.8 | 1.2 | -5.9 | 12.7 | 6.4 | -1.5
Nc1cccc(Oc2ccc3c(c2)C(=O)N(CC2CCCO2)C3=O)c1 (stereo not drawn) | -12.9 | 11.4 | 6.6 | 4.0 | -8.8 | -46.7 | -0.5 | 3.6
Cc1cc2ncn(CCC(=O)NC(C)(C)C)c2cc1C | -2.3 | 2.7 | 1.6 | -0.5 | -11.3 | 4.6 | -4.7 | -5.0
CCS(=O)(=O)c1nc(S(=O)(=O)c2ccc(Cl)cc2)c(NCCOC)s1 | -1.1 | -6.0 | 1.5 | -0.5 | 12.6 | 30.1 | 6.1 | 5.6
CCOc1ncccc1C(=O)Nc1cc(S(=O)(=O)N2CCCCC2)ccc1Cl | 9.8 | 8.7 | 2.2 | 4.2 | 5.6 | 10.7 | 26.1 | -6.4
CCc1nnc(NC(=O)CSc2nc(-c3ccccc3)nc3ccccc23)s1 | -8.5 | -21.7 | 1.1 | 9.3 | 0.4 | -7.5 | 78.4* | -21.4
COC(=O)CN1C(=O)Nc2ccc(Cl)cc2C1c1ccccc1 (stereo not drawn) | -15.6 | 6.7 | -0.6 | -1.3 | 24.9 | -7.4 | -2.6 | 5.3
COc1cnn(-c2ccccc2)c(=O)c1OC | 5.9 | -5.3 | 2.9 | 0.2 | 8.3 | 3.5 | 16.6 | 9.5
CSC1=NCCN1S(=O)(=O)c1ccc(C)cc1 | -10.6 | 9.1 | -1.1 | -3.3 | 1.1 | 11.1 | -6.9 | 9.1
COC(=O)c1[nH]c2cccc(C)c2c1NC(=O)CN1CCN(C(=O)c2ccco2)CC1 | -13.1 | -2.7 | -3.3 | -4.6 | 9.3 | 0.0 | 3.9 | 3.2
CCO[C@H]1OC(C(=O)NCc2nc3ccccc3[nH]2)=C[C@@H](C2CC2)[C@@H]1CCCO | 61.3* | -8.2 | -0.3 | -1.0 | -7.8 | -11.2 | 53.4* | 0.2
OCCCNC(=S)Nc1ccc(Nc2ccccc2)cc1 | -7.9 | 0.0 | 2.1 | -4.7 | -0.5 | -2.8 | -10.7 | -1.4
Cc1ccc(C)n1-c1nn(S(=O)(=O)c2cccc3cccnc23)c2cccc(F)c12 | 12.2 | 27.0 | -0.5 | -4.4 | 12.5 | 12.3 | 31.4 | 15.9
O=C(Nc1ccncc1)c1cccs1 | 3.2 | 10.3 | -1.1 | -0.5 | 9.4 | 19.8 | 34.2 | 2.4
O=C(COc1ccc(Nc2ccccc2)cc1)OCC(=O)N1CCCCC1 | -5.0 | 4.2 | 0.4 | -1.5 | 1.1 | -20.4 | 0.5 | 3.7
COCCNC(=O)c1ccc(CSc2nc3ccccc3s2)cc1 | -29.5 | 26.2 | 1.5 | -2.3 | 28.4 | -22.0 | 1.2 | 6.8
CC(C1CC1)N(Cc1ccccc1)C(=S)Nc1ccccc1 (stereo not drawn) | 1.7 | 36.0 | 2.3 | -1.2 | 42.4* | -1.3 | -7.7 | 41.8*
O=C1N/C(=N\N=C\c2cccs2)SC1Cc1ccc(Cl)c(Cl)c1 (stereo not drawn) | 24.2 | -5.5 | 0.4 | -1.6 | 9.2 | 17.9 | 47.4 | 5.6
COC(=O)c1ccc(CSc2nnc(-c3c[nH]c4ccccc34)n2C)o1 | 6.7 | 28.8 | 2.4 | 3.3 | 19.4 | 6.5 | -16.9 | 5.5
CC(/C=N/NC(=O)c1ccncc1)=C\c1ccco1 | 3.6 | 2.1 | -0.5 | 4.4 | -18.2 | -1.7 | 7.6 | -1.0
O=C(NCc1cccc(Cl)c1)C1CCN(c2nnc(N3CCCC3=O)s2)CC1 | -5.0 | -9.7 | 2.5 | -0.7 | 18.4 | 16.5 | 4.5 | 1.6
CC(=O)Nc1nc(-c2ccccc2)c(-c2ccccc2)o1 | -22.9 | 45.6 | -2.6 | 0.6 | 39.8 | -10.7 | 7.4 | 30.1
Cc1ccc(C(=O)N/N=C\c2ccncc2)s1 | -13.5 | -3.0 | 4.5 | -0.3 | -8.8 | -27.8 | -5.1 | -0.5
O=C(Cc1ccccc1)N1CCN=C1SCc1cccc([N+](=O)[O-])c1 | 0.5 | 21.7 | -0.7 | 1.0 | 30.6 | -25.9 | -6.3 | -3.4
CCN1C(=O)c2cccc3c(S(=O)(=O)Nc4ccccc4OC)ccc1c23 | 5.3 | 0.0 | 1.0 | -0.2 | -14.8 | 15.9 | 56.2* | 6.4
COC(=O)c1c(C(C)=O)cnc2ccc(Br)cc12 | -2.8 | -14.9 | 0.7 | 0.9 | -7.1 | 13.6 | 0.6 | -5.1
CN(C(=O)/C=C/c1cnc2ccccc2c1)C1CCCCC1 | -134.7 | 25.2 | -0.8 | -3.7 | 8.4 | -151.9 | -74.1 | -6.4
COC(=O)c1cn(C(=O)c2cc(OC)cc(OC)c2)c2ccccc12 | -0.5 | 14.4 | -0.2 | 0.3 | 16.6 | -5.0 | 25.3 | 0.9
O=[N+]([O-])c1ccc(NC(=S)NCc2ccncc2)cc1 | 7.1 | 0.6 | -0.6 | -3.1 | -9.1 | 7.9 | 4.6 | -7.6
COc1ccccc1/C=N/N(C(C)=O)c1nc(-c2ccc(F)cc2)cs1 | -80.9 | -2.6 | 4.2 | 3.6 | 14.4 | -75.0 | -123.1 | 0.7
O=C(c1cnsn1)N1CCCC(Nc2ccc(F)c(F)c2)C1 (stereo not drawn) | -13.7 | 13.7 | -0.9 | -10.3 | 2.7 | -27.5 | 5.6 | -3.5
C[C@H](NC(=O)C1CCN(S(=O)(=O)c2ccccc2)CC1)C(=O)NCc1ccc(F)cc1 | -1.5 | 6.8 | -1.6 | -7.9 | -12.8 | 12.4 | 2.5 | 0.2
O=C(NCc1ccco1)c1ccc(Cn2cc([N+](=O)[O-])cn2)o1 | 7.7 | -2.1 | 0.6 | -2.4 | 18.3 | 13.6 | 1.6 | 12.9
Nc1nonc1C(=O)NCCNCc1c(OCc2ccccc2F)ccc2ccccc12 | 7.0 | 23.7 | -1.1 | 0.8 | 19.8 | -0.6 | 17.8 | 21.0
COc1ccc(N2CCN(S(=O)(=O)c3ccc(OC)c(C(=O)N4CCCC4)c3)CC2)cc1 | 0.0 | 1.1 | -0.4 | -3.3 | 3.6 | 8.1 | 18.4 | 11.1
COc1ccc2nc(NC(=O)CSc3cn[nH]n3)sc2c1 | -40.1 | 11.2 | 4.1 | 2.0 | 14.3 | -78.9 | -14.2 | -3.0
COc1ccccc1CCNS(=O)(=O)c1cn(C)nc1C | 4.8 | 5.7 | 1.1 | -4.8 | 3.3 | 4.2 | 7.1 | -9.9
CCOC(=O)N1CCN(C(=O)c2ccc(N(Cc3ccc(C)cc3)S(C)(=O)=O)cc2)CC1 | 8.2 | 7.7 | -1.7 | -2.8 | 5.3 | 4.4 | 4.8 | 6.8
CC(=O)OCc1c(F)c(F)c(-n2nc(C)cc2C)c(F)c1F | -12.0 | 5.4 | -1.8 | -0.2 | 31.6 | -7.6 | 21.4 | -14.9
O=C(CN1C(=O)NC(Cc2ccccc2)C1=O)Nc1ccc(F)c(F)c1F (stereo not drawn) | -6.3 | 17.7 | 1.5 | -1.5 | 8.6 | 10.2 | -20.6 | 1.1
C=CCc1cccc2cc(C(=O)Nc3cccc(C(=O)O)c3)c(=O)oc12 | -18.4 | -17.2 | 2.7 | 2.4 | -6.1 | -38.7 | -21.9 | -16.9
Clc1ccc(CN2CCCCCCC2)cc1 | -5.7 | 16.5 | -2.4 | -1.9 | 1.6 | 26.0 | 7.7 | -0.6
CCN(CC)CCOc1c(Br)ccc2c1sc1nc3n(c(=O)c12)CCC3 | -28.7 | -5.6 | 1.8 | -0.3 | 34.6 | -6.3 | -24.6 | 10.8
CC[C@]1(C(=O)OC)[C@H]2C(=O)N(C)C(=O)[C@H]2[C@H]2CN=C(SCc3ccc(OC)cc3)N21 | / | 17.9 | 1.2 | -2.4 | 1.8 | -12.4 | -5.7 | -2.5

Two of the compounds above, as tab-separated lines.
mol	Jurkat NFkB inh	tim23-1 inh	CHOP UPR activ	UPR XBP1 act	tim10-1 inh	697 NFkB inh	Mdm2-MdmX inh	TIM10 inh
O=C(NCc1ccco1)c1ccc(Cn2cc([N+](=O)[O-])cn2)o1	7.7	-2.1	0.6	-2.4	18.3	13.6	1.6	12.9
CCN(CC)CCOc1c(Br)ccc2c1sc1nc3n(c(=O)c12)CCC3	-28.7	-5.6	1.8	-0.3	34.6	-6.3	-24.6	10.8

Next part
SMILES | Jurkat NFkB inh | tim23-1 inh | CHOP UPR activ | UPR XBP1 act | tim10-1 inh | 697 NFkB inh | Mdm2-MdmX inh | TIM10 inh
Cc1ccc(C)c(Cc2c(C)nc(C)[nH]c2=O)c1 | 0.3 | 4.1 | 2.9 | -1.5 | 8.9 | 8.9 | -3.7 | 3.7
COc1cccc(OCc2cc(C(=O)N3CCN(c4ccccc4O)CC3)no2)c1 | -67.2 | 17.1 | 4.9 | -1.6 | 32.5 | -98.8 | -51.1 | 9.5
O=C(CSc1ccccc1)N1CCN(c2ccc(F)cc2)CC1 | 2.3 | 7.5 | 0.4 | 6.0 | -7.8 | 13.2 | 1.6 | 0.1
COc1ccc(S(=O)(=O)N2CCN(CC(=O)Nc3cc(Cl)ccc3Cl)CC2)cc1 | 3.1 | 1.8 | 1.8 | 0.9 | 6.0 | 17.3 | 22.7 | 2.0
CCOc1ccc(N(C)S(=O)(=O)c2ccc(C)c(C(=O)NCc3ccccc3OC)c2)cc1 | 6.3 | 22.4 | 0.1 | -2.7 | 10.7 | 3.8 | 24.4 | -1.7
O=C(c1ccccc1NS(=O)(=O)c1cccc([N+](=O)[O-])c1)N1CCOCC1 | -6.6 | -3.0 | 2.1 | 0.5 | 6.1 | -3.1 | -13.4 | 12.8
C=CCCCCCCCCc1nc(SCC(=O)O)n[nH]1 | -14.0 | 4.4 | 1.1 | 0.2 | -0.2 | 8.3 | 16.7 | 3.6
O=C(CN1CCN(c2ccc(F)cc2)CC1)Nc1nccs1 | 2.0 | -2.9 | 0.6 | -2.7 | -3.3 | -2.3 | -1.3 | 2.2
CCOC(=O)c1sc(=S)n(-c2ccc(C)cc2)c1SC | -2.7 | -6.4 | -0.4 | -0.9 | -0.5 | 17.0 | 14.8 | 6.2

Full records, quoted from the list. Order of screens: Jurkat NFkB inh | tim23-1 inh | CHOP UPR activ | UPR XBP1 act | tim10-1 inh | 697 NFkB inh | Mdm2-MdmX inh | TIM10 inh
Listed for CCOc1ccc(N(C)S(=O)(=O)c2ccc(C)c(C(=O)NCc3ccccc3OC)c2)cc1 : 6.3 | 22.4 | 0.1 | -2.7 | 10.7 | 3.8 | 24.4 | -1.7
Listed for COc1cccc(OCc2cc(C(=O)N3CCN(c4ccccc4O)CC3)no2)c1 : -67.2 | 17.1 | 4.9 | -1.6 | 32.5 | -98.8 | -51.1 | 9.5
Listed for O=C(c1ccccc1NS(=O)(=O)c1cccc([N+](=O)[O-])c1)N1CCOCC1 : -6.6 | -3.0 | 2.1 | 0.5 | 6.1 | -3.1 | -13.4 | 12.8
Listed for CCOC(=O)c1sc(=S)n(-c2ccc(C)cc2)c1SC : -2.7 | -6.4 | -0.4 | -0.9 | -0.5 | 17.0 | 14.8 | 6.2
